OPRM1-OPRD1 inv = inverse agonists of human mu-delta opioid receptor heterodimerization; cell-based MOR-DOR heterodimer luminescence, inverse agonism; AID 504357; P35372+P41143; 340,000 compounds, 0.21% hits; inhibition, % at 9.3 µM; in the data active = inhibition above about 22%, passing the limit was not always enough;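 note: 0% = cells with DMSO and 100% = wells without cells with DMSO; values of inactives mirror those of a sister screen read the other way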
Target sequence (P35372 whole entry, looked up): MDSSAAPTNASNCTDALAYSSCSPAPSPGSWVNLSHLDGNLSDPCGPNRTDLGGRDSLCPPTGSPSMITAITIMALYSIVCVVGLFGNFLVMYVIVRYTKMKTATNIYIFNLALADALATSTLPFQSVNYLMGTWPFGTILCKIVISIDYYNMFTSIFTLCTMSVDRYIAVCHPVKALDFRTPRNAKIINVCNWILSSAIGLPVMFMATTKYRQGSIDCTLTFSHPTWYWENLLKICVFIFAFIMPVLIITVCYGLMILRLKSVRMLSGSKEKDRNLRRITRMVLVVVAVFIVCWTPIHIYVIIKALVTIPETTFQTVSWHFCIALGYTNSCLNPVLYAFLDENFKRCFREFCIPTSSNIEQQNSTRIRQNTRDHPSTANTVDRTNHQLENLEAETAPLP
Target sequence (P41143 whole entry, looked up): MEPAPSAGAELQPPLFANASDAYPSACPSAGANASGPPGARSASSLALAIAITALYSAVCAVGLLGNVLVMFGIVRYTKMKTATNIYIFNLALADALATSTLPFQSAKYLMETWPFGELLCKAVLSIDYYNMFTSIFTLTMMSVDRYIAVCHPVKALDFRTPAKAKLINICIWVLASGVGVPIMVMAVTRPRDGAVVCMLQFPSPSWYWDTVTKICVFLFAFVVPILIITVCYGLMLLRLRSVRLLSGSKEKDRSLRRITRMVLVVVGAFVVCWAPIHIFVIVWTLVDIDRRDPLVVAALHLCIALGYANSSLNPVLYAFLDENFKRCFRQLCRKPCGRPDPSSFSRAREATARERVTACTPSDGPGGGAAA
PKA-R1A act = PKA-R1A complex activation; 340,000 compounds, 0.083% hits; activation, % at 11.4 µM; PKA-R1A dissociation, Cy5-IP20 fluorescence polarization; scaled: DMSO 0%, 113 µM cGMP 100%; AID 504707;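 active = percent activation above the mean of all tested compounds plus 3 SD, cut at about 19% in these data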;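 note: higher means more PKAc released from R1A so a rise in polarization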
AddAB inh = less growth of phage-infected E. coli with AddAB; 330,000 compounds, 0.29% hits; inhibition, % at 11.9 µM; E. coli expressing H. pylori AddAB, absorbance growth; AID 435030; in the data active = inhibition above about 12%;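 note: 0% = vehicle wells of infected cells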
PKA-R2B act = activators of human PKA-R2B complex | P22694+P31323 | PKA-R2B holoenzyme dissociation, Cy5-IP20 fluorescence polarization; R2B truncated from residue 108, S112A mutant; 0% DMSO only, 100% 113 µM cGMP | activation, % at 11.4 µM | 340,000 compounds, 0.079% hits | AID 504700;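 active = activation above a cutoff set at the mean over all compounds plus 3 SD, cut at about 18% in these data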;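 note: higher means more holoenzyme dissociation and a rise in polarization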
Ecoli viability = reduces bacterial viability in AddAB counter-screen | E. coli V3065 growth, OD600 absorbance, 18 h | inhibition, % at 11.9 µM | 330,000 compounds, 0.27% hits | AID 449728;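 active = inhibition above the campaign's mean inhibition across all tested compounds plus 3 SD, cut at about 9.9% in these data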;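 note: uninfected addAB+ strain grown without phage in ampicillin broth; 0% = DMSO wells and 100% = ciprofloxacin 0.95 µg/ml wells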
PfHsp90 set2 = reduces growth (ATP signal) of yeast expressing P. falciparum Hsp90; inhibition, % at 9.4 µM; 310,000 compounds, 0.32% hits; AID 504621; S. cerevisiae expressing PfHsp90, BacTiter-Glo ATP, 48 h; yeast lacking PDR1 and PDR3 efflux regulators;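 active = every replicate shows inhibition above about 80%, whatever the replicate mean, limit read from the data; inconclusive = mean inhibition reaches the set limit but some replicate falls short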;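 note: 0% = DMSO neutral controls and 100% = 20 µM radicicol positive controls; yeast relying on Plasmodium falciparum Hsp90 in place of its own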
Tat transport = inhibitors of E. coli Tat protein transport | AID 488895 | inhibition, % at 10 µM | 340,000 compounds, 0.036% hits | E. coli MC4100 TorA-mCherry Tat export, fluorescence;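 active = mean replicate inhibition at least 50% and at least half of replicates individually reaching 50%; inconclusive = only one of the two criteria met; inactive = neither criterion met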;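 note: exported cargo escapes ClpAP degradation while cytoplasmic cargo is degraded and loses fluorescence; 0% = median of neutral control wells and 100% = median of NaSCN control wells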
phage Ecoli inh = E. coli growth loss with phage present; growth absorbance; inhibition, % at 11.9 µM; 360,000 compounds, 0.26% hits; in the data active = inhibition above about 11%
OPRM1-OPRD1 ag = agonists of human mu-delta opioid receptor heterodimerization | AID 504326 | cells, OPRM1-OPRD1 heterodimerization, luminescence | P35372+P41143 | activation, % at 9.3 µM | 340,000 compounds, 0.3% hits; in the data active = activation above about 18%;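 note: 0% = vehicle-treated cells and 100% = reference agonist; values of inactives mirror those of a sister screen read the other way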
HTR5A inv ag = inverse agonist of human HTR5A in OPRM1-OPRD1 counter-screen; HTR5A cell line, luminescence, inverse agonism; inhibition, % at 9.3 µM; 340,000 compounds, 0.083% hits; in the data active = inhibition mostly above about 23%, no sharp cut-off; inactive = mostly below about 18%;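 note: 0% = cells with DMSO and 100% = no-cell wells with DMSO; some compounds called inactive have numbers as strong as hits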
SUMO Mot1 rescue = inhibitors of SUMOylation pathway: yeast Mot1-301 growth rescue; S. cerevisiae Mot1-301 growth rescue, ATP luminescence, 38.5C; percent above DMSO median, 100 means doubled; growth rescue, % at 18.8 µM; 320,000 compounds, 1% hits; AID 2716;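 active = every valid replicate shows activation above 250% relative to neutral control wells; inactive = the rest, any valid replicate at or below 250%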;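 note: OY570 slx delta 5 strain wells were the positive control but not used for scaling; some compounds called inactive have numbers as strong as hits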
Starred values were filed as active, the others as inactive; i = inactive; u = inconclusive; x = not tested or not shown.

SMILES	OPRM1-OPRD1 inv	PKA-R1A act	AddAB inh	PKA-R2B act	Ecoli viability	PfHsp90 set2	Tat transport	phage Ecoli inh	OPRM1-OPRD1 ag	HTR5A inv ag	SUMO Mot1 rescue
O=C(Nc1ccc(Cl)cn1)C1CC1	6	-7	2.7	6	2.8	11	2	3.8	-1.3	-22	x
CCOC(=O)N1CCN(Cc2nc(N)nc(Nc3ccc(Oc4ccccc4)cc3)n2)CC1	-1	9	-2.0	-11	-4.2	-34	9	1.3	0.3	-9	18
COc1cc2c(C(=O)NCc3ccc4c(c3)OCO4)cn(CC(C)C)c(=O)c2cc1OC	13	1	0.5	-4	0.6	-30	-6	2.2	-2.2	-16	11
Cc1ccc(NC(=O)NC2CC(=O)N(c3ccc4c(c3)OCCO4)C2)cc1 (stereo unspecified)	1	2	0.4	4	0.3	7	-3	0.1	-0.1	0	x
CCOc1ccccc1NC(=O)C12CC3CC(C1)CC(c1ccc(C)cc1)(C3)C2	-10	-4	79*	-1	27*	5	-5	3.0	2.0	6	x
Cc1ccc(N2CC(C(=O)Nc3ccc(S(=O)(=O)N4CCCC4)cc3)CC2=O)cc1 (stereo unspecified)	18	-2	0.2	-8	0.6	-6	7	1.4	-3.9	21	4
CC(=O)C(Cc1ccc(Cl)nc1)(Cc1ccc(Cl)nc1)C(C)=O	9	2	-0.3	-11	0.4	6	-10	0.2	-1.8	3	-2
O=C(COc1ccc(-c2ccccc2)cc1)N1CCN(C(=O)c2cccs2)CC1	7	5	2.7	-7	-0.8	14	1	1.4	-1.2	-4	2
C/C=C(\C)C(=O)NCCN1C2=NC[C@H](Cc3ccccc3)N2C[C@H]1Cc1ccc(O)cc1	8	-9	1.9	-5	-1.1	-5	-7	x	-1.4	21	5
COc1cc(NC(=O)C2CC(=O)NC3=C2C(=O)CC(C)(C)C3)c(OC)cc1Cl (stereo unspecified)	16	-8	2.0	-6	1.5	-18	u	0.9	-3.6	-5	-6
CC(C)(C)[C@H]1COC(=O)CCCC/C=C\C[C@H](CC(=O)NCCO)C(=O)N1	0	-9	1.1	-8	-1.1	-1	-6	1.6	0.0	-2	-4
Cc1ccc(-c2noc(C3CCCN(S(=O)(=O)c4ccc(S(=O)(=O)N(C)C)cc4)C3)n2)o1 (stereo unspecified)	1	-5	3.2	0	-0.4	-11	-12	2.0	-0.2	-3	-4
COc1ccc(/C=C2\OC(=O)c3c(OC)cccc32)cc1OC	9	3	1.1	-1	1.4	1	1	1.3	-1.7	5	-10
Clc1ccc2c(c1)C(c1cccs1)=NNC(c1cccnc1)=N2	7	5	-0.8	-7	-4.6	0	1	2.8	-1.4	10	7
OC(Cn1cncn1)c1ccc(Cl)cc1Cl (stereo unspecified)	6	-12	3.2	-12	1.6	-24	12	-0.8	-1.3	18	i
CCOc1ccc(-c2nc(-c3cccnc3)no2)cc1OCC	-5	2	1.6	0	0.2	-187	-12	0.6	0.9	-13	x
CC(C(=O)O)N1C(=O)CSc2ncccc21 (stereo unspecified)	9	-16	-0.2	1	0.9	21	-15	-0.8	-1.5	23	-18
O=C(Nc1nnc(SCC(=O)N2CCCCC2)s1)C1CCCCC1	-18	1	2.4	7	0.3	10	12	2.8	3.0	-4	-6
O=C(CN1C(=O)CCC1=O)Nc1ccc(S(=O)(=O)N2CCOCC2)cc1	-9	-2	1.4	-6	1.0	-11	-4	1.0	1.8	-4	-15
CN(CCOc1ccc(Cl)c(Cl)c1)Cc1ccccc1	-25	5	0.9	-8	-1.4	8	-2	3.8	4.9	-8	17
Cc1c(C(=O)NNc2cc(=O)n(C)c(=O)n2C)cccc1[N+](=O)[O-]	20	-10	1.9	1	-0.1	-10	0	1.4	-3.4	-6	12
COc1ccc(S(=O)(=O)N(C)C[C@@H]2Oc3ccc(NS(C)(=O)=O)cc3C(=O)N([C@@H](C)CO)C[C@H]2C)cc1	4	-1	1.7	-6	-0.9	21	-9	3.7	-0.7	-37	-20
COc1ccc2nc(NC(=O)CSc3ccccc3)sc2c1	-10	-14	1.3	-14	2.4	-13	5	4.3	2.4	15	0
Cc1nonc1C1CCCN1Cc1nc(-c2ccccc2Cl)oc1C (stereo unspecified)	3	-6	-0.9	-15	1.1	-4	0	1.9	-0.6	-6	19
Cc1nc2ccccc2n1-c1ccccc1	10	8	0.8	-6	-0.2	-12	-1	2.0	-1.7	-17	-8
Following part
SMILES	OPRM1-OPRD1 inv	PKA-R1A act	AddAB inh	PKA-R2B act	Ecoli viability	PfHsp90 set2	Tat transport	phage Ecoli inh	OPRM1-OPRD1 ag	HTR5A inv ag	SUMO Mot1 rescue
COCCn1nnnc1CN(CCCN1CCOCC1)Cc1cc2c(C)ccc(C)c2[nH]c1=O	12	-2	x	2	x	-21	-6	1.9	-2.1	-25	x
O=c1ccc(-c2ccccc2)n[nH]1	11	-8	2.7	2	2.2	18	-3	1.9	-1.9	-6	4
CCOCC(=O)N1CCN(c2ccc([N+](=O)[O-])cc2)CC1	8	0	2.8	0	0.0	-13	-5	1.6	-1.5	-3	2
Cn1nc(C(F)(F)F)c(C(=O)Nc2ccc(F)cc2F)c1Cl	15	2	0.6	-2	-0.6	0	-5	5.7	-2.9	-2	-5
COc1ccccc1NS(=O)(=O)c1ccc(C)c(C(N)=O)c1	14	-8	1.8	-3	-2.0	x	-3	2.8	-2.4	-4	2
O=C(NC1CCCC1)c1ccc([N+](=O)[O-])s1	-21	4	2.2	5	1.7	8	-10	2.1	4.1	-5	-7
COC(=O)Cc1ccc(NC(=S)Nc2ccc(N3CCOCC3)cc2)cc1	-13	-2	2.8	-11	0.2	-4	7	-0.2	2.6	-21	4
O=C1CCN(CCc2ccccc2)CCN1[C@H](CO)c1ccccc1	16	0	5.3	-3	2.4	17	-27	-1.6	-3.4	3	1
CC1Cc2ccccc2N1C(=O)CCN1C(=O)C2C3C=CC(C3)C2C1=O (stereo unspecified)	-8	-13	0.5	-8	1.4	6	-2	0.2	1.4	-34	x
O=C(Nc1ccc(NC(=O)c2ccc([N+](=O)[O-])o2)cc1Cl)c1ccco1	-68	-6	7.8	-2	2.3	-39	-4	1.7	12	10	10
CCCNS(=O)(=O)c1ccc(CCC(=O)NCC2CCCO2)cc1 (stereo unspecified)	2	-5	4.5	9	1.6	x	-8	2.4	-0.4	0	x
O=C(/C=C/c1ccccc1[N+](=O)[O-])NCc1ccc(Cl)cc1	-10	5	-0.8	-19	-0.1	-7	-7	1.6	1.4	-15	-9
COc1ccc(S(=O)(=O)N(CC(=O)Nc2cccnc2)c2ccccc2OC)cc1	-328	-2	0.6	0	-3.0	x	3	2.4	64*	11	-5
CC(=O)Nc1ccc(S(=O)(=O)N2CCN(C(=O)CCC3CCCC3)CC2)cc1	9	-3	-1.7	-4	-0.3	-8	0	1.1	-1.7	-21	20
O=C1C2C3C=CC(CC3)C2C(=O)N1/N=C/c1ccc(O)cc1 (stereo unspecified)	5	2	0.0	3	0.4	9	5	3.1	-0.8	-2	-7
CCNC(=S)NN=C1c2ccccc2-c2ccccc21	4	-6	0.4	-12	-1.5	-51	2	-1.5	-0.9	15	17
COc1cc(OC)cc(C(=O)NCC2CCCN(C(=O)c3csc(C)n3)C2)c1 (stereo unspecified)	10	-2	0.8	-4	-0.6	-11	1	1.9	-3.1	17	-4
CS(=O)(=O)N(CC(=O)N1CCOCC1)c1cccc(Cl)c1Cl	7	-1	3.9	14	-0.8	-1	2	2.3	-1.6	6	-2
O=C(O)CCn1cc(/C=C2/NC(=S)N(c3ccccc3)C2=O)c(-c2ccccc2)n1	14	-2	1.4	1	2.1	3	-2	0.5	-2.7	18	-14
Cc1cc(C)c(C#N)c(SCC(=O)N(CC(C)C)C2CCS(=O)(=O)C2)n1 (stereo unspecified)	4	-6	x	-4	x	-7	-8	-2.3	-0.7	7	x
O=C(Nc1ccccc1)Nc1nnc(Cc2ccc([N+](=O)[O-])cc2)s1	-29	3	1.0	-1	0.9	20	0	1.7	4.9	-21	-8
COc1cc(/C=N\n2nnnc2N)ccc1OCc1ccc(F)cc1	-7	-4	2.5	0	0.4	14	3	1.5	1.6	1	-6
COCC1CCN(C(=O)c2cc(COc3ccc(F)cc3F)on2)C1 (stereo unspecified)	18	0	6.0	4	-1.4	1	5	1.6	-3.4	1	76
CCOC(=O)CC(N)c1cccc([N+](=O)[O-])c1 (stereo unspecified)	3	-1	3.7	-7	-2.4	-51	-1	0.0	-0.7	-15	12
Brc1c(OCCOCCn2cncn2)ccc2ccccc12	-10	-5	2.2	2	2.6	-16	3	1.4	1.7	8	12
More entries follow:
SMILES	OPRM1-OPRD1 inv	PKA-R1A act	AddAB inh	PKA-R2B act	Ecoli viability	PfHsp90 set2	Tat transport	phage Ecoli inh	OPRM1-OPRD1 ag	HTR5A inv ag	SUMO Mot1 rescue
O=C(/C=C/c1ccccc1[N+](=O)[O-])Nc1ccc(S(=O)(=O)Nc2ncccn2)cc1	8	-11	0.0	1	0.3	5	3	3.0	-1.6	5	121
CCOC(=O)C1CCCN(C(=S)Nc2ccc(F)cc2)C1 (stereo unspecified)	8	0	2.3	-2	1.5	22	-10	3.0	-1.6	0	14
COc1cc(NC(=O)Cn2c(-c3cncs3)nc3ccccc32)cc(OC)c1OC	x	3	2.6	5	-0.6	x	2	3.8	x	x	7
COc1ccc(NC(=O)C(Cc2cc(C)cc(C)c2)C(C)C(=O)O)cc1 (stereo unspecified)	-12	9	2.5	2	-1.8	-7	-3	2.0	2.4	-4	2
Cc1cc(C(=O)Nc2ccon2)c(C)o1	0	-10	3.3	-5	0.7	x	-14	1.9	0.0	6	-10
O=C(O)c1cc(NC(=O)c2cccc(F)c2)cc(NC(=O)c2cccc(F)c2)c1	3	5	2.2	-2	0.3	-3	4	-2.6	-0.6	1	15
Cc1onc(-c2c(F)cccc2Cl)c1C(=O)OCC(=O)N1C(C)CCCC1C (stereo unspecified)	0	0	-0.7	-9	-1.9	-15	-7	3.9	-0.1	3	-5
COc1ccccc1N(CN1CCCC1=O)C(=O)c1ccccc1F	-4	8	4.2	8	0.2	10	-11	3.3	0.8	2	5
Cc1ccc(C)c(-n2c(SCC(=O)Nc3nonc3C)nnc2-c2ccoc2C)c1	-8	-1	1.9	-5	0.0	15	10	0.0	1.5	-32	1
N=C(N)c1ccc(N=Nc2c(O)ccc3c2[nH]c2ccccc23)cc1	-17	5	x	-19	x	-3	10	5.5	3.3	-21	x
Cc1cccc(NC(=O)CCOc2ccccc2)c1C	-7	7	1.4	4	-0.2	8	-4	0.1	1.2	-13	i
CC(=O)Nc1ccc(S(=O)(=O)N[C@@H](C)C(=O)OCC(=O)Nc2ccc3c(c2)OCCO3)cc1	16	-6	x	-12	x	-26	5	1.5	-3.1	-3	x
COc1cccc(/C=N/NC(=O)COc2cccc3cccnc23)c1O	0	-5	-1.7	1	-1.1	-13	-4	0.1	0.0	-3	31
Cc1cc(C)cc(OCC(=O)Nc2cccc(C(=O)O)c2)c1	9	-10	-1.3	-8	-0.6	0	-4	2.8	-1.7	-17	3

High-throughput results deposited in PubChem by several laboratories.
